# Bioassay records from PubChem.
# T cell HTS: modulators of CD8 T cell-vesicle binding, primary screen, mouse 2C CD8+ T cells, flow cytometry; calls only at 7 µM; 330,000 compounds, 0.068% hits; AID 2052, 2009; 2C CD8+ T cell-vesicle binding; stronger effect = lower value;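 active means response, share of CD8 T cells binding vesicles, and their 90th percentile fluorescence all below set limits, cut at about 80% in these data, passing the limit was not always enough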
#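 Incubation: binding step 1.5 h, 37 °C, antibody labelling 20 min, ice; system: murine 2C transgenic CD8+ T lymphocytes; technique: cytometric PE anti-B7-1 and Alexa647 anti-CD8 signals after 1% paraformaldehyde fixation; also added: QL9-charged Drosophila Ld/ICAM-1/B7-1 vesicles; control set: naked versus QL9-loaded vesicles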
# RSV CPE inhibition: RSV antiviral activity via CPE protection, HEp-2 cells, primary 10 µM value included (AID 2391); CPE inhibition, % at 10 µM; hits with a dose series show IC50 in µM; 310,000 compounds, 0.13% hits; HEp-2 cells, RSV-induced CPE inhibition; higher % means a stronger effect; in the data active means a potency from the dose series; inconclusive means CPE inhibition mostly from about 23% at the one dose, without a potency; inactive means the rest, 99 in 100 with CPE inhibition below about 21%; further: strong numbers were not always called active
# MgcRacGAP inhibition: MgcRacGAP GTPase-activating activity inhibitors, confirmation, biochemical, ADP Hunter fluorescence. inhibition, % at 30 µM, or IC50 in µM where a hit was titrated. AID 624330, 2012. Rac GTPase-activating protein 1 (Homo sapiens). MgcRacGAP-stimulated Rac1 GTP hydrolysis, ADP Hunter fluorescence; higher % means a stronger effect; GST-tagged Rac1 F28L mutant substrate. 340,000 compounds, 0.6% hits;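 active means first-screen hits whose inhibition reached a set limit at any dose in the follow-up dose series; inconclusive means inhibition above the set first-screen limit but never retested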;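 further: fluorescence reports GDP produced by GAP-driven GTP hydrolysis; strong numbers were not always called active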
# SV40 large T antigen: SV40 large T antigen inhibitors, biochemical (AID 1903) | SV40 large T antigen ATPase/helicase inhibition assay; higher % means a stronger effect | 310,000 compounds, 0.39% hits | one-dose inhibition, % at 20 µM; IC50 in µM for titrated hits; in the data active means a potency from the dose series; inconclusive means inhibition mostly from about 32% at the one dose, without a potency; inactive means the rest, 99 in 100 with inhibition below about 32%; further: strong numbers were not always called active
# TNAP activators: human TNAP enzyme activators, primary screen, biochemical, luminescent, no phosphate acceptor, uHTS (AID 1001); Alkaline phosphatase, tissue-nonspecific isozyme (Homo sapiens); purified TNAP, luminescent activation assay, no phosphate acceptor; higher activation fold means a stronger effect; one-dose activation fold at 20 µM; EC50 in µM for titrated hits; 200,000 compounds, 0.03% hits; in the data active means activation fold from about 3, or a potency from the dose series; inactive means the rest, 99 in 100 with activation fold below about 1.6; further: many of its hits are not listed in these tables
# Myeloid diff MLP: induction of myeloid progenitor differentiation, primary screen, cell-based, flow cytometry, MLPCN library. ER-HoxA9 myeloid progenitors, lysozyme-GFP differentiation. calls only at 10 µM. 360,000 compounds, 1% hits;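 active means normalized GFP-positive differentiation at or above the plate's own cutoff, the solvent-only control mean plus 3 SD; inconclusive means no clear call, values can overlap the other calls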;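 further: cells exposed to compound for four days before flow analysis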
# PhoP inhibition: inhibitors of PhoP regulon expression, primary screen, Salmonella Typhimurium, GFP reporter (AID 1863); S. Typhimurium PhoP-regulated promoter GFP reporter, 4 h; higher % means a stronger effect; 300,000 compounds, 0.16% hits; inhibition, % at 50 µM; hits with a dose series show IC50 in µM;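 active means inhibition over 29.93%, a cutoff 3 SD above the screen mean, later confirmed by dose response; inconclusive means inhibition over 29.93% but no dose response follow-up; inactive means inhibition at most 29.93% or unconfirmed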;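 further: 0% = low Mg2+ inducing control and 100% = high Mg2+ repressing control; strong numbers were not always called active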
# NTR1 ag: agonists of NTR1, primary screen, imaging, U2OS cells, beta-arrestin-GFP, high content (AID 493036) | 330,000 compounds, 0.17% hits | NTR1-U2OS beta-arrestin-GFP spot imaging, agonist mode | activation, % at 20 µM | Neurotensin receptor type 1 (Homo sapiens), P30989;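 active means activation at or above 40% of the spot to cytoplasm intensity ratio, with at least 20 cells analyzed; inconclusive means wells under 20 cells, flagged as cytotoxic or low count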;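 further: 0% = DMSO without peptide and 100% = 100 nM NTR1 peptide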
# Target sequence (P30989 whole entry, looked up): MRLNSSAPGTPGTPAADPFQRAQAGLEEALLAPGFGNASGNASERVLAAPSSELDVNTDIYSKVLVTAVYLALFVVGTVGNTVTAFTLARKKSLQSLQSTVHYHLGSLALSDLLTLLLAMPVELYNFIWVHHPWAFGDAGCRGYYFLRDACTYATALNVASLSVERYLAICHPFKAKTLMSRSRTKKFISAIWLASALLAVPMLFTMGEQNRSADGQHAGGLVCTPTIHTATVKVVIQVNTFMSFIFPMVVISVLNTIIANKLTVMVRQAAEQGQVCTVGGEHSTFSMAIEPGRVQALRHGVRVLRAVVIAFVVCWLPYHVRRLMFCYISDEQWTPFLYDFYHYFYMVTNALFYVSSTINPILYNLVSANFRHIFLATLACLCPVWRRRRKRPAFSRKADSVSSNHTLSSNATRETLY
# K1F lysis inhibition: inhibition of K1F phage lysis, E. coli UTI89, bacterial capsule biogenesis inhibitors, alamar blue (AID 488966); 340,000 compounds, 0.02% hits; E. coli UTI89 K1F phage lysis, alamar blue, 2 h; higher % means a stronger effect; one-dose inhibition, % at 100 µM; IC50 in µM for titrated hits;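 active means phage lysis inhibition, versus mean bacterial control, above a set limit; inconclusive means no clear call, values can overlap the other calls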;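 further: capsule biogenesis inhibitors block K1F phage lysis so surviving cells raise fluorescence; higher fluorescence means more inhibition of phage lysis; actives were called in the ten point dose series up to 300 µM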
# T cell HTS vesicle-bound %: also measured in T cell HTS; calls as there; double positive events, %; measured here: CD8+ vesicle-bound cell fraction;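 binding gate set so that unloaded-vesicle control wells show 10% double positive cells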
# NTR1 ag cell count 20 µM: recorded beside NTR1 ag, whose call it bears; cell count; measured here: cell count, cytotoxicity flag
# Myeloid diff MLP GFP+ MAC1+ %: also measured in Myeloid diff MLP; calls as there; GFP+ MAC1+ double positive, %; measured here: differentiation confirmed by MAC1 staining
# * hit, by the source's call; i = inactive; ? = inconclusive; . = no result given; [ ] = remark or other dose.
SMILES,T cell HTS,T cell HTS vesicle-bound %,RSV CPE inhibition,MgcRacGAP inhibition,SV40 large T antigen,TNAP activators,Myeloid diff MLP,Myeloid diff MLP GFP+ MAC1+ %,PhoP inhibition,NTR1 ag,NTR1 ag cell count 20 µM,K1F lysis inhibition
CCn1nc(C(=O)N[C@@H](CCSC)c2nc3ccccc3[nH]2)c2ccccc2c1=O,i,36,3.1%,15%,-1%,1.1,i,0.6,-8%,-0.7,36,-0.1%
Cc1cccc(C(=O)NNC(=O)c2csc(N3CCOCC3)n2)c1C,i,52,1.4%,2%,14%,.,i,0.9,-5%,0.5,60,1.1%[50 µM]
COc1ccccc1NC(=O)CN1CCN(Cc2ccccc2)CC1,i,27,-0.5%,8%,-2%,1.1,i,2.2,-6%,2.9,68,0.5%
Cc1ccc(CN(C(=O)c2cc3ccccc3oc2=O)C2CCS(=O)(=O)C2)cc1 (stereo not given),i,52,0.9%,-1%,19%,1.1,i,6.1,4%,0.9,91,1.2%
COc1ccc(Cl)cc1NC(=S)NN1CCOCC1,i,46,0.3%,-5%,12%,1.1,i,0.9,6%,0.4,41,-0.7%
Cc1cc(=O)oc(C)c1C(=O)NNC(=O)C1(C)CC1Br (stereo not given),i,25,-1.9%,-10%,15%,.,i,0.9,-14%,2.2,62,-0.6%
COc1ccccc1C(=O)NC(=S)Nc1cc(C(=O)O)ccc1C,i,44,2.1%,2%,21%,1.1,i,0.0,1%,-0.2,83,0.0%
Cc1cc2c(cc1[N+](=O)[O-])NC(CNC(C)C)CC2 (stereo not given),i,23,-2.7%,5%,0%,.,i,1.2,-2%,-1.1,81,0.3%
COc1cccc(NC(=O)CN(C)C(=O)c2ccccn2)c1,i,25,.,4%,.,.,i,1.0,.,-1.6,59,0.5%[50 µM]
C[C@H](NC(=O)c1nc[nH]c1C(=O)N(C)Cc1ccccc1)C(=O)OC(C)(C)C,i,22,2.3%,7%,8%,.,i,1.6,-2%,-1.8,86,-0.7%
CCOC(=O)C1CCCN(C(=O)/C=C/c2ccc([N+](=O)[O-])cc2)C1 (stereo not given),i,48,1.5%,3%,8%,1.1,i,0.6,-4%,1.6,50,0.0%
CCOC(=O)c1ccc(NC(=O)COc2ccc(S(=O)(=O)NC(C)CC)cc2)cc1 (stereo not given),i,28,14%,7%,5%,1,i,0.5,5%,3.3,84,0.3%
O=c1[nH]c(CN2CCN(c3ccccc3O)CC2)nc2ccccc12,i,19,1.3%,9%,7%,1,i,0.8,-6%,0.2,41,1.7%
O=C(c1cc2ccccc2oc1=O)N(Cc1ccccc1)C1CCS(=O)(=O)C1 (stereo not given),i,45,1.0%,3%,-3%,1,i,1.0,-2%,0.4,59,-1.5%
CC(C)CNC(=O)[C@H](Cc1ccccc1)NC(=O)c1cccs1,i,30,2.2%,4%,9%,.,i,0.4,-4%,-0.2,54,0.1%
O=C(/C=C/c1cccc([N+](=O)[O-])c1)Nc1ccc(NC(=O)c2cccs2)cc1,i,45,1.4%,13%,3%,1.1,i,0.5,-5%,4.6,87,0.2%
O=C(C1CCN(S(=O)(=O)c2c(Cl)cccc2Cl)CC1)N1CCCC1,i,57,.,-12%,.,.,i,0.5,.,-1.0,53,4.1%
COc1ccccc1C(=O)NC(=O)COC(=O)C1(C)CC1(Cl)Cl (stereo not given),i,64,-0.3%,5%,9%,.,i,0.3,-9%,2.2,67,0.3%[50 µM]
O=C(CCc1nnc2ccc(NCc3ccco3)nn12)Nc1ccccn1,i,28,.,13%,8%,.,?,.,-6%,0.0,72,0.3%
COc1cc(NC(=O)CN2CCCCCC2)cc(OC)c1,i,30,-0.3%,2%,3%,.,i,1.1,1%,-0.5,40,0.0%
CC1CN(S(=O)(=O)c2cccc(C(=O)Nc3ccccc3N3CCCC3)c2)CC(C)O1 (stereo not given),i,43,14%,0%,15%,.,i,0.7,8%,0.5,76,-0.4%[50 µM]
O=C(CC1SC(N2CCCC2)=NC1=O)Nc1ccc(C(=O)NCCc2ccc(F)cc2)cc1 (stereo not given),i,28,0.7%,11%,7%,.,i,1.0,-1%,1.3,68,0.1%[50 µM]
COc1cc(C)ccc1OCc1cc(C(=O)N(C)CCCN2CCOCC2)no1,i,7,-1.4%,-15%,-21%,.,i,1.0,-3%,-1.1,54,-0.1%
Cc1cc(S(=O)(=O)N2CCCC2C(=O)N2CCOCC2)c(C)cc1Cl (stereo not given),i,39,-0.2%,9%,12%,1.1,i,0.9,4%,-0.3,83,0.1%
CN(CCc1ccccc1)C(=O)c1cc(COc2cccc(C(F)(F)F)c2)on1,.,.,.,11%,.,.,i,5.2,.,4.1,66,0.0%
COc1ccccc1-n1c(SCC(=O)N2CCc3ccccc32)nc2c(c1=O)SCC2,i,23,4.6%,3%,2%,1,i,5.7,-8%,-2.5,64,-0.7%
O=C(CNS(=O)(=O)c1ccccc1)NCC(=O)OCc1ccc(Br)cc1,i,5,0.9%,7%,6%,1.1,i,0.6,-2%,-0.1,40,0.0%
Cc1ccccc1Nc1nnc(C)c(=O)[nH]1,i,17,0.5%,4%,2%,1.1,i,2.2,5%,-1.0,77,0.6%
Cc1cc(C)nc(N(C#N)Cc2cccc3ccccc23)n1,i,25,6.8%,10%,10%,1.1,i,1.4,0%,-1.0,85,0.2%
C=CCSc1nnc2c(n1)[nH]c1c(C)cccc12,.,.,0.1%,-3%,3%,1.1,i,0.7,-2%,0.8,70,0.5%
O=C(CCCn1c(SCC(=O)NCCc2ccccc2)nc2ccccc2c1=O)NCC1CCCO1 (stereo not given),i,54,-0.5%,4%,-1%,1.1,i,0.6,-6%,-1.9,54,0.3%
CC(=O)Nc1ccc(S(=O)(=O)NCCc2csc(C)n2)cc1,i,27,0.7%,9%,12%,1.1,i,4.0,2%,-0.2,46,3.0%
Cc1cc(C)cc(NS(=O)(=O)c2ccc3[nH]cc(C(=O)NCc4ccco4)c(=O)c3c2)c1,i,36,18%,-3%,17%,1.1,i,0.5,-8%,18,90,-1.0%
N#CCC(=O)N/N=C/c1cn(Cc2ccc(Cl)cc2Cl)c2ccccc12,i,25,7.5%,1%,8%,.,i,0.3,-6%,5.7,47,0.0%
CN(Cc1ccccc1Cl)C(=O)CNC(=O)C12CC3CC(CC(C3)C1)C2,i,19,.,6%,.,.,i,0.6,.,17,59,0.7%[50 µM]
NC(=O)Cn1nc2sc3ccccc3n2c(=O)c1=O,i,50,1.2%,.,8%,.,.,.,-4%,0.6,48,.
O=C(CN1CCc2ccccc2C1)Nc1cccc(S(=O)(=O)N2CCOCC2)c1,i,46,1.7%,-9%,.,.,i,0.7,.,0.8,66,0.5%[50 µM]
O=C(CNCc1ccco1)Nc1cc(S(=O)(=O)N2CCOCC2)ccc1N1CCCC1,i,32,-0.4%,25%,8%,1.1,i,0.3,-6%,1.2,47,-0.1%
COc1ccc(N(CC(=O)Nc2cccnc2)S(=O)(=O)c2ccccc2)cc1OC,i,33,2.7%,2%,7%,.,i,0.3,3%,-0.6,48,-0.2%
COc1ccc(NC(=O)CCc2nc(-c3ccccc3F)no2)cc1,i,48,2.2%,10%,4%,1.1,i,1.0,1%,1.7,52,0.1%
O=C(NNC(=O)c1ccco1)c1cccc([N+](=O)[O-])c1,i,14,2.0%,3%,3%,1,i,0.4,2%,-2.2,74,0.1%
C/C(=N\OCC(=O)Nc1ccccc1Br)c1cccs1,i,45,7.7%,-12%,11%,1.1,i,0.4,3%,0.9,74,-0.1%
O=C(NCc1cccs1)c1cc2c(s1)-c1ccccc1OC2,i,42,5.9%,8%,1%,1.1,i,3.1,23%,2.5,70,0.1%
O=C(NC(Cc1c[nH]c2ccccc12)c1nnc2n1CCCCC2)c1ccccc1Cl (stereo not given),i,50,-0.1%,4%,-4%,1,i,8.0,1%,0.2,50,6.7%
CC1CCc2sc(C(=O)OCC(=O)NCc3ccccc3)cc2C1 (stereo not given),i,52,1.6%,3%,0%,1,i,0.8,-9%,0.5,49,-3.7%
CSc1nnc(NC(=O)c2nc(S(=O)(=O)Cc3ccccc3F)ncc2Cl)s1,i,5,-2.5%,14%,3%,.,i,3.0,-20%,2.2,61,-0.1%
Cc1ccc(OCCC(=O)OCC(=O)Nc2ccc3c(c2)OCCO3)cc1,i,29,-0.4%,3%,9%,.,i,0.5,-2%,1.0,45,0.9%[50 µM]
Cc1ccc(C(=O)NN(CCC#N)C2=NS(=O)(=O)c3ccccc32)cc1,i,53,0.3%,3%,5%,1.1,i,0.0,-7%,-0.2,41,-0.3%
NC(=S)NNC(=O)C12CC3CC(CC(C3)C1)C2,i,30,-0.3%,3%,-6%,1.3,i,1.0,16%,0.1,101,0.0%
Cc1ccc(NC(=O)c2cc(N3C(=O)C4CC=CCC4C3=O)ccc2N2CCCCC2)cc1 (stereo not given),i,7,2.8%,7%,11%,1,i,0.5,3%,0.9,83,0.2%
CCNc1ccc(S(=O)(=O)N(C)C)cc1NCC(=O)Nc1ccc(F)c(Cl)c1,i,7,2.0%,-10%,5%,1,i,4.9,-5%,3.7,61,-1.6%[50 µM]
